GLP1R inv ag – qHTS of GLP-1 Receptor Inverse Agonists (Inhibition Mode); AID 624417, 2012; HEK293 GLP-1R CRE-luciferase, luminescence, 24 h; GLP-1R form is constitutively active; 410,000 compounds, 1.6% hits; Potency, µM (series often up to 38.3 µM), for inactives: at the top dose activity change, negative = inhibition, usual class: inhibitors; Glucagon-like peptide 1 receptor (Homo sapiens), P43220; further: potency means the concentration at half of the fitted maximal effect; on the % scale 0 is the no-effect control and ±100 the full control effect; nearly all actives have a fitted effect of over 55% in size
Target sequence (P43220 whole entry, looked up): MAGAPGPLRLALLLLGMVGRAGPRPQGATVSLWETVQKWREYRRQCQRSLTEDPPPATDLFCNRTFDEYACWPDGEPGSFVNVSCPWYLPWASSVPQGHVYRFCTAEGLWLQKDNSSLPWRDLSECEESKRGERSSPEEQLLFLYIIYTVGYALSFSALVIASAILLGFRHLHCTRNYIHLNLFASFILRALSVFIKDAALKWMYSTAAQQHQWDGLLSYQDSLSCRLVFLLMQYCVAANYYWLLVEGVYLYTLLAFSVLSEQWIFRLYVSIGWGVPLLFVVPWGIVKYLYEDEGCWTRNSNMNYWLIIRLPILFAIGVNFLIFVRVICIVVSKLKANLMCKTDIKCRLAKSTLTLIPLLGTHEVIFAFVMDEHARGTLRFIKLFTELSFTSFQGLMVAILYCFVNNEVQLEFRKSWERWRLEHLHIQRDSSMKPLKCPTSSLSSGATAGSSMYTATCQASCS
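GLP-1R inverse agonism mode: basal reporter luminescence in engineered HEK293 cells measured after one day of compound exposure at 37 deg C, with a 12 min room-temperature detection step.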
FUS suppressor – qHTS for Suppressors of FUS Proteinopathy: Primary screen using FUS-linked yeast assay; S. cerevisiae FUS-expressing, growth rescue, OD600, 24 h; Potency, µM (top dose mostly 76.6 µM), for the others: at the highest dose growth rescue (activation), actives largely listed as activators; 390,000 compounds, 0.24% hits;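 further: potency means the concentration at half of the fitted maximal effect; plate controls were DMSO vehicle for no effect and reference control for full effect; nearly all actives have a fitted effect of over 55% in size; some results filed as inactive show a strong effect at the top dose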
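Yeast expressing FUS under galactose induction, OD 0.005 in 2% galactose medium; compounds in a dilution series, 24 h at 30C. Growth rescue by absorbance at 600 nm; CP55940 positive control, DMSO negative.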
GLP1R ag – qHTS of GLP-1 Receptor Agonists | HEK293 GLP-1R CRE-luciferase, luminescence, 4-6 h; cells express a hypersensitive GLP-1R form | Potency, µM (doses to about 45.6 µM), for the others: top-dose activation, hits mostly activators | 380,000 compounds, 0.007% hits | AID 624172, 2012; further: potency means the concentration at half of the fitted maximal effect; % of control where 0% means no effect
DRD3 antagonist – qHTS of D3 Dopamine Receptor Antagonist: qHTS; D(3) dopamine receptor (Homo sapiens), P35462; D3R cells, DiscoveRx beta-arrestin luminescence, antagonist mode; stronger effect = lower value; max response, negative = inhibition, %; 360,000 compounds, 2.5% hits; in the data active means max response below about -50%; inconclusive means no clear call, values can overlap the other calls; further: on the % scale 0 is the no-effect control and ±100 the full control effect; mostly tested at two doses, the higher about 12 µM
Target sequence (P35462 whole entry, looked up): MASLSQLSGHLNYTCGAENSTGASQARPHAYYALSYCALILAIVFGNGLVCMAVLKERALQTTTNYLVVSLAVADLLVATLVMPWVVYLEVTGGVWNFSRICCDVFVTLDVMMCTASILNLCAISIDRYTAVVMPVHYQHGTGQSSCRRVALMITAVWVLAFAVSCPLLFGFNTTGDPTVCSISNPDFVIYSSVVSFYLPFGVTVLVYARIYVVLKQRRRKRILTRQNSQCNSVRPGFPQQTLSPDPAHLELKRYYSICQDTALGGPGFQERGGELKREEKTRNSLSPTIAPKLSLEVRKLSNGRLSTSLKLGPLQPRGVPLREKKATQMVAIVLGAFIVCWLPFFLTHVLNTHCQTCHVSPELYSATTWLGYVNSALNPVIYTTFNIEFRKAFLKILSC
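Cells plated overnight at 1500 cells/well, then exposed to library compounds with dopamine controls for 90 minutes at 37 degrees C. DiscoveRx reagent added for 30–60 minutes at room temperature; luminescence read, quantitative HTS format.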
Abeta yeast res – qHTS for compounds that reverse cellular toxicity of Amyloid beta (A-beta) peptide in yeast: Primary Screen. yeast expressing A-beta42, growth rescue, OD600, 48 h; response scale: 0% DMSO, 100% iron-clioquinol control. Potency, µM (highest dose often 46.1 µM), for the others: at the top dose growth rescue, most hits filed as activators. 410,000 compounds, 0.063% hits. AID 1347071, 2019; further: potency means the concentration at half of the fitted maximal effect; nearly all actives have a fitted effect of over 55% in size
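Yeast growth medium received pinned compounds, then yeast cells expressing toxic A-beta were added; plates incubated at 30 C for 48 hr. Growth read as absorbance at 600 nm, normalized to DMSO and equimolar FeCl3 plus clioquinol controls.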
Akt phos inh – HTS Assay for Inhibitors of Akt Phophorylation: Primary Screen; Neuro2A IGF-stimulated pAkt S473 HTRF, 20 min; stronger effect = lower value; activity change, % for hits at 50 µM; 360,000 compounds, 0.32% hits; in the data active means activity change below about -80%; inconclusive means mostly about -51% to -80%; further: on the % scale 0 is the no-effect control and ±100 the full control effect
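Neuro2A cells in DMEM with 0.5% FBS, overnight at 37 deg C, given compound at single 50 µM final, then IGF (6 nM final) for 20 min at 37 deg C. Lysed; phospho-Akt Ser473 by HTRF after 24 h, 665/615 ratio.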
TDP43 rescue – qHTS of TDP-43 Inhibitors | TDP-43 expressing yeast growth rescue, BacTiter-Glo, 24 h | Potency, µM (doses to about 46.1 µM), for inactives: at the highest dose growth rescue (activation), most hits filed as activators | 410,000 compounds, 1.8% hits | AID 652104, 2013; further: potency means the concentration at half of the fitted maximal effect; % of control where 0% means no effect; nearly all actives have a fitted effect of over 50% in size
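Yeast expressing TDP-43 (pregrown in raffinose, seeded at OD600=0.02 in galactose medium) exposed to compounds 24 hr at 30 deg C. Growth read by BacTiter-Glo luminescence; rescue of toxicity appears as increased signal.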
PTHR1 agonist – qHTS for PTHR1 Agonists: Primary Screen. Potency, µM (titrated, usually from 115 µM), for inactives: at the top dose activation, usual class: activators. 410,000 compounds, 0.075% hits. AID 743266, 2014. HEK293 GP2 PTHR1 cells, GloSensor cAMP luminescence, 1 h. Parathyroid hormone/parathyroid hormone-related peptide receptor (Homo sapiens), Q03431; further: potency means the concentration at half of the fitted maximal effect; nearly all actives have a fitted effect of over 55% in size; some results filed as inactive show a strong effect at the top dose; inactives centre near -15; many of its hits are not listed in these tables
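HEK-293-derived GP2 cells expressing PTHR1 and a GloSensor cAMP reporter, 3,000/well, plated overnight, given luciferin plus IBMX (each 0.5 mM as added) for 1 h at 37 °C, then compound for 1 h at 37 °C. Luminescence was read after 15 min at room temperature.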
aSyn yeast inh – qHTS of alpha-syn Inhibitors | Yeast expressing alpha-synuclein, growth rescue, BacTiter-Glo, 24 h | Potency, µM (top dose mostly 46.1 µM), without a hit: at the top dose growth rescue (activation), most hits filed as activators | 370,000 compounds, 0.14% hits | AID 652106, 2013; further: potency means the concentration at half of the fitted maximal effect; % of control where 0% means no effect; nearly all actives have a fitted effect of over 65% in size
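Rescue of yeast growth: cells expressing toxic alpha-synuclein, induced in galactose at OD600 0.02, incubated with compound 24 h at 30 C. ATP luminescence quantified growth; inhibitors of toxicity appear as activators.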
An asterisk follows results filed as active; i = inactive; ? = inconclusive; nt = not tested or not shown; [ ] = another dose, or the depositor's remark. Unless noted, the call rests on the fitted dose curve; in most records, active means well fitted curve in the direction sought with a large enough effect; inconclusive means small, poorly fitted or top-dose-only effect, or another doubt; inactive means no such curve, though single readings can be large; an effect the other way counts as inactive or inconclusive. An excerpt, so the mix of outcomes need not match the whole.

SMILES	GLP1R inv ag	FUS suppressor	GLP1R ag	DRD3 antagonist	Abeta yeast res	Akt phos inh	TDP43 rescue	PTHR1 agonist	aSyn yeast inh
O=C(CN1CCN(c2ccc(F)cc2)CC1)Nc1ccccc1Br	?	15%	17%	2	8%	i	18%	i	4%
COCC(=O)N=Nc1c(O)[nH]c2ccccc12	9%	15%	-5%	8	2%	i	14%	i	0%
COC(=O)c1cc(S(=O)(=O)N(C)c2ccc(C)c(C)c2)c[nH]1	-3%	0%	8%	19	nt	i	14%	-36%[inhibitor]	3%
O=C(O)c1cc(NS(=O)(=O)c2ccc(NCc3ccccc3)c([N+](=O)[O-])c2)cc(C(=O)O)c1	3%	-11%	-2%	1	0%	i	0%	i	3%
CCN(Cc1ccccc1)Cc1c(O)ccc2c(=O)c(-c3ccccc3Cl)coc12	-6%	-10%	nt	nt	-1%	nt	-6%	-22%	nt
O=C(NCc1ccc(F)cc1)C(c1cccnc1)N(C(=O)c1csnn1)c1ccccc1 (stereo unspecified)	28%	-16%	5%	4	-25%	i	-12%	i	0%
C[C@@H]1CCCCO[C@H](CN(C)C(=O)NC2CCCCC2)[C@@H](C)CN([C@H](C)CO)C(=O)c2cc(NC(=O)c3ccccc3)ccc2O1	-2%	?	27%	-21	-5%	i	18%	-29%	0%
NS(=O)(=O)c1ccc(Nc2nc(-c3cccnc3)cs2)cc1	4%	7%	2%	2	-17%	i	-6%	-5%	-3%
CCN(CC(=O)Nc1ccc(C(C)=O)cc1)CC(=O)Nc1ccc2c(c1)OCCO2	9%	19%	14%	?	-19%	i	-16%	i	-6%
CCNC(=O)C1(C)CCCN(Cc2ccc(-c3ccccn3)cc2)C1 (stereo unspecified)	22%	-8%	-10%	0	-8%	i	7%	-1%	-4%
N#CCCSc1ncnc2c1oc1ccccc12	0%	14%	27%	15	-8%	i	26%	i	4%
Nn1c(SCc2cccc(Oc3ccccc3)c2)nnc1C(F)(F)F	?	5%	22%	6	22%	i	?	-14%	3%
CCCCn1c(SCC(=O)NC(C)(C)C)nnc1-c1ccco1	0%	26%	-9%	14	-2%	i	-10%	i	4%
CNC(=O)NC(=O)CSc1ccc(NC(C)=O)cc1	1%	0%	-3%	2	-3%	i	-1%	-11%[57.5 µM]	-17%
Cc1ccc(C(=O)N(CC(=O)Nc2sc(C)c(C)c2C(N)=O)C2CCCC2)cc1	?	28%	2%	0	-14%	i	23%	-22%	2%
CC(C)CCn1c(SCc2ccc(F)cc2Cl)nc2ccsc2c1=O	3%	4%	nt	nt	6%	nt	17%	0%	nt
CCOc1ccc(NC(=O)C2CCN(S(=O)(=O)c3ccc4c(c3)oc(=O)n4C)CC2)cc1	14%	-25%	0%	nt	-14%	nt	-12%	-94%[inhibitor]	nt
O=c1cc(NS(=O)(=O)c2ccccc2)nc(SCc2c(Cl)cccc2Cl)[nH]1	-7%	18%	-9%	-12	-9%	i	-2%	-13%	2%
COc1ccc(NC(=O)Nc2c(C)noc2-c2ccccc2)cc1	-1%	4%	-6%	-3	-7%	i	7%	i	-4%
COc1cccc(CNC(=O)CN2C(=O)COc3ccc(S(=O)(=O)Nc4ccccc4)cc32)c1	-16%	?	-1%	nt	-16%	nt	-1%	i	nt
O=C(NN1C(=O)C2C3c4ccccc4C(c4ccccc43)C2C1=O)C1CC1 (stereo unspecified)	-15%	2%	1%	3	2%	i	-9%[9.22 µM]	i	3%
CC(C)CCN1CCN(Cc2cnc(N3CCCC3)s2)CC1CCO (stereo unspecified)	-28%	-29%	0%	-15	8%	i	-11%	-1%	-6%
CC1CCCC(C)N1CCCNC(=O)Cn1ncc2c3ccccc3n(C)c2c1=O (stereo unspecified)	?	15%	-3%	-4	4%	i	12%	i	0%
O=C(Nc1ccc2c(c1)OCO2)c1cnccn1	-6%	-1%	8%	3	4%	i	27%	-21%	1%
O=C(c1ccc(S(=O)(=O)N2CCCCCC2)cc1)N1CCN(c2ccccc2F)CC1	7%	-4%	-14%	-17	-10%	i	13%	-34%[inhibitor]	1%
O=C(Cc1ccccc1)N/N=C/c1ccc[nH]1	19%	-7%	-5%	-1	16%	i	16%	-22%	2%
CC(N)=Nc1ccc([N+](=O)[O-])cc1	11%	-13%	-8%	-20	17%	i	-5%	i	-6%
COc1ccc(-n2cnc(N)c2C(=O)c2cccc([N+](=O)[O-])c2)cc1	?	20%	0%	-10	-1%	i	9%	-9%	-1%
COc1cc(OC)c(C(=O)OCCCOC(=O)c2cc(OC)c(OC)cc2OC)cc1OC	38%[activator]	nt	15%	6	-15%	i	4%	-24%	-7%
Cc1ccc2c(c1)N(C(=O)C1CCN(S(=O)(=O)c3c(C)noc3/C=C/c3ccccc3F)CC1)CCO2	-2%	-3%	nt	nt	0%	nt	23%	i	nt
NC(=O)c1cc(S(=O)(=O)NCc2ccc(F)cc2)cs1	3%	-37%	-6%	23	1%	i	17%	i	6%
CCOCCCNC(=O)c1c(N)n(-c2ccc3c(c2)OCO3)c2nc3ccccc3nc12	4%	-11%	3%	17	7%	i	18%	-7%	-3%
CCC(=O)OC1(C(=O)CCl)[C@@H](C)C[C@H]2[C@@H]3CCC4=CC(=O)C=C[C@]4(C)[C@@]3(F)[C@@H](O)C[C@@]21C (stereo partly specified)	?	?	9%	-17	3%	i	0%	i	3%
CCC1CCCCN1CCn1c(=S)[nH]c2cc(OC)c(OC)cc2c1=O (stereo unspecified)	0%	7%	-13%	-16	9%	i	0%	-24%[57.5 µM]	-2%
O=C(CCC(=O)NC1CC1)Nc1nnc(C2CCCCC2)s1	-2%	12%	-5%	3	2%	i	-7%	i	0%
Cc1cc(Nc2cccc(C)c2C)n2nc(C)nc2n1	16%	-22%	9%	6	-10%	i	16%	-13%	0%
COc1cccc(NC(=O)CN(C)C(=O)c2ccccc2-c2nc3ccccc3s2)c1	?	nt	-17%	5	-12%	i	-6%	-41%[inhibitor]	-2%
COc1ccc(CCNS(=O)(=O)c2ccc3c(c2)NC(=O)CO3)cc1OC	14%	10%	15%	-9	3%	i	-18%	-2%	-6%
COc1ccc(CCNC(=O)c2c[nH]c3ccc(F)cc3c2=O)cc1OC	4%	-4%	-1%	21	-1%	i	-12%	-36%[inhibitor]	-2%
COc1ccccc1NC(=O)Cc1nnc(SCC(=O)NC2=NCCS2)n1C	1%	12%	11%	2	-3%	i	-12%	2%	-4%
COc1ccccc1OCCSc1nnnn1C1CCCCC1	-5%	2%	?	51	0%	nt	12%	-1%[57.5 µM]	6%
CCOC(=O)CCCc1sc(N)nc1-c1[nH]c(=O)[nH]c1C	-5%	?	6%	-12	-23%	nt	-9%	?	-14%
O=C(NC1CCCCCC1)c1cc(S(=O)(=O)N2CCC3(CC2)OCCO3)ccc1F	0%	11%	-2%	-7	24%	i	-1%	-18%	9%
Cc1ccc(C(C)NC(=O)c2cccnc2)cc1 (stereo unspecified)	-8%	-5%	-2%	3	12%	i	-7%	i	-9%
C=CCOc1c(Br)cc(CNn2nnnc2N)cc1OC	-5%	26%	12%	52	4%	i	-16%	-25%[57.5 µM]	-3%
CN(C)C(=O)CCC(=O)N1CCCC(N2CCN(c3cccc(C(F)(F)F)c3)CC2)C1 (stereo unspecified)	11%	-5%	-6%	-8	-1%	i	-14%	i	-4%
CCOc1ccc(CN(C)C(=O)c2ccc(S(=O)(=O)N(C)c3ccccc3OC)cc2)cc1	?	?	16%	-7	13%	i	?	-87%[inhibitor]	7%
CCNc1nc(Oc2ccc(=O)[nH]n2)nc(N2CCOCC2)n1	0%	41%	1%	2	24%	i	-10%	?	-5%
O=C1c2ccccc2N(Cc2ccc(Cl)cc2)C2=NCCN12	16%	5%	16%	5	8%	i	17%	-11%	1%
N#Cc1c(C(F)(F)F)cc(-c2cccs2)nc1SCc1ccccc1F	4%	-30%	nt	nt	-5%	nt	9%	-15%	nt
O=C(NCCN1CCCC(O)C1)c1cc(COc2ccc(F)cc2Cl)on1 (stereo unspecified)	?	-2%	8%	-10	-10%	i	-2%	i	1%
O=C(Cn1ccc2ccccc2c1=O)NCC(=O)Nc1ccc(F)cc1F	11%	-3%	6%	2	28%	i	1%	i	1%
CC(C)CN(C(=O)c1ccc2c(c1)OCO2)C1CCS(=O)(=O)C1 (stereo unspecified)	6%	-16%	3%	7	0%	i	-3%	i	0%
CS(=O)(=O)c1ncc(Cl)c(C(=O)Nc2ccc3ccccc3c2)n1	?	31%	-9%	-117*	-57%[inhibitor]	i	?	-31%[inhibitor]	0%
COC(=O)c1nn(-c2ccc(C)cc2)ccc1=O	6%	-5%	-3%	19	7%	i	3%	i	3%
